Tb PFK inh – inhibitors of T. brucei phosphofructokinase; O15648; actives 0.17% (n = 330,000); Potency, µM (series often up to 57.5 µM), for inactives: top-dose activity, negative = inhibition, usual class: inhibitors; T. brucei PFK, ADP-Glo luminescence;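 further: potency means the concentration at half of the fitted maximal effect; 0% = uninhibited 1x PFK enzyme wells and -100% = no-enzyme wells; nearly all actives have a fitted effect of over 60% in size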
Target sequence (O15648 whole entry, looked up): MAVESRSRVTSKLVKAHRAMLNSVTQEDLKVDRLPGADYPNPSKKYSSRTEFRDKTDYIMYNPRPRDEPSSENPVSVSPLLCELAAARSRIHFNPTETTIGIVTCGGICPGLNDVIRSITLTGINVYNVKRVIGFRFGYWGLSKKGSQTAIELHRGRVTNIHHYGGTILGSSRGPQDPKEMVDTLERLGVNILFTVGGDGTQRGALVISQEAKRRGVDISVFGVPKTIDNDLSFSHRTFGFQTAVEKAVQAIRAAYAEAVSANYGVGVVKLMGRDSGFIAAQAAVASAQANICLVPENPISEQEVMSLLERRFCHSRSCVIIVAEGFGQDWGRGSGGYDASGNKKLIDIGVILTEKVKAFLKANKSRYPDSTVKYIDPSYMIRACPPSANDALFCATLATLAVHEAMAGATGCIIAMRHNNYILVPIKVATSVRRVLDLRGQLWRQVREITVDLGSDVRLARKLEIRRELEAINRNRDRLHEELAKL
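Luminescent ADP detection (ADP-Glo, two-step: ATP depletion then ADP-to-ATP conversion for luciferase) reported PFK activity after 45 min room-temperature reaction of 1.25 nM enzyme with 0.5 mM F6P and 0.1 mM ATP at pH 8.0.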
NPC1 promoter act – activates the NPC1 promoter | AID 485313 | Huh7 NPC1 promoter luciferase reporter, 24 h | actives 2.4% (n = 320,000) | Potency, µM (top dose mostly 9.22 µM), inactives show at the top dose activation, actives largely listed as activators;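 further: potency means the concentration at half of the fitted maximal effect; % of control where 0% means no effect; nearly all actives have a fitted effect of over 60% in size; reporter is driven by a mutant NPC1 promoter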
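Readout is luciferase luminescence, reflecting NPC1 promoter activation in stably transfected Huh7 cells after 24 h compound exposure at 37 °C in reduced-serum medium with 10% FBS.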
BRCA1 expr act – BRCA1 expression activation; MCF7-BRCA1-FFLuc reporter, luminescence, 48 h; response scale: scaled: vehicle 0%, 10 µM genistein 100%; Potency, µM (highest dose often 46.1 µM), without a hit: at the highest dose activation, actives largely listed as activators; actives 1.1% (n = 380,000); AID 624202; further: potency means the concentration at half of the fitted maximal effect; nearly all actives have a fitted effect of over 80% in size; some results filed as inactive show a strong effect at the top dose
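Using MCF7 cells harboring a BRCA1 firefly luciferase reporter, plated 2 h before compound pinning, the screen measured luminescence after 48 h incubation. Responses were normalized to DMSO and 10 microM genistein, then fitted for concentration-effect.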
p53 reactivation – mutant p53 re-activation in reporter cells. H1299 p53-A138V BP100-luciferase reporter, luminescence, 24 h. Potency, µM (highest dose often 92.2 µM), inactives show at the top dose activity change, positive = activation, actives largely listed as activators. actives 0.063% (n = 320,000). AID 504706; further: potency means the concentration at half of the fitted maximal effect; % of control where 0% means no effect; nearly all actives have a fitted effect of over 45% in size
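H1299 (p53-null), stable ts p53-A138V + BP100-Luc; 1000 cells/well, Opti-MEM/10% FBS; cpd 4 pt, 1:5; 24 h, 37 deg C, 5% CO2; detection reagent 10 min RT; luminescence.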
Rab9 promoter act – Rab9 promoter activation. Huh7 Rab9 promoter-luciferase reporter, luminescence, 24 h. Potency, µM (titrated, usually from 9.22 µM), inactives show at the top dose activation, negative = inhibition, hits mostly activators. actives 2.8% (n = 320,000); further: potency means the concentration at half of the fitted maximal effect; % of control where 0% means no effect; nearly all actives have a fitted effect of over 60% in size
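Promoter activation is measured as luciferase luminescence in Huh7 cells stably transfected with a Rab9 promoter–luciferase construct, following 24 h compound exposure at 37 °C and 10 min reagent incubation at ambient temperature.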
FLuc counter – firefly luciferase modulation, counter-screen for miR-21 project; P08659; purified FLuc, Km substrates, luminescence inhibition; Potency, µM (highest dose often 57.5 µM), for inactives: at the highest dose activity change, negative = inhibition, most hits filed as inhibitors; actives 6.9% (n = 360,000);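 further: potency means the concentration at half of the fitted maximal effect; plate controls were vehicle for no effect and reference inhibitor for full effect; nearly all actives have a fitted effect of over 55% in size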
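Purified P. pyralis luciferase (10nM final) with 10uM D-luciferin and 10uM ATP (Km levels) in 50mM Tris acetate pH 7.5, 10mM Mg acetate, 0.01% Tween-20, 0.05% BSA; qHTS 6-point titration, ~60 µM downward; luminescence read.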
RORgamma inh – ROR gamma (mouse) transcription inhibition; actives 5.4% (n = 310,000); P51450; Potency, µM (top dose mostly 53.6 µM), without a hit: at the top dose activity change, negative = inhibition, hits mostly inhibitors; Drosophila S2 Gal4-RORgamma UAS-luciferase reporter, 20 h; further: potency means the concentration at half of the fitted maximal effect; on the % scale 0 is the no-effect control and ±100 the full control effect; nearly all actives have a fitted effect of over 60% in size
Target sequence (P51450 whole entry, looked up, the tested form may be a part): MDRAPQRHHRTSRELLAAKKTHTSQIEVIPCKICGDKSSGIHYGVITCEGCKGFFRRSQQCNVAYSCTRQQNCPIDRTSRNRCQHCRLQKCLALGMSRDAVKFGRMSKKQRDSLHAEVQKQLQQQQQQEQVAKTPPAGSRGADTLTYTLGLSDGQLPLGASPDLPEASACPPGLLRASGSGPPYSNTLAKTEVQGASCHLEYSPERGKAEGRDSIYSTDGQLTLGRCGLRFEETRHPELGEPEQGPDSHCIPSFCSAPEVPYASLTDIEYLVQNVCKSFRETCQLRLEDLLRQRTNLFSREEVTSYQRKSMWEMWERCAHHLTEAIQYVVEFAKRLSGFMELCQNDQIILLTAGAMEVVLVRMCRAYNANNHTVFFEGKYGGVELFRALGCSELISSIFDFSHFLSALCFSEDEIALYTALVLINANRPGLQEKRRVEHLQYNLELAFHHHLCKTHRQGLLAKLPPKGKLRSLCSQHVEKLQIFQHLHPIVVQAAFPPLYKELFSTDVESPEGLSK
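A Gal4/UAS one-hybrid system in insect cells: metallothionein-promoter Gal4–ROR gamma fusion plus Photinus luciferase reporter. Copper sulfate 700 uM final, 20 hr ambient incubation, luminescent detection after 10 min with reagent.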
VP16 counter – inhibits Gal4-VP16 luciferase reporter, ROR gamma counter-screen; actives 3.5% (n = 310,000); Potency, µM (top dose mostly 53.6 µM), inactives show at the top dose activity, negative = inhibition, usual class: inhibitors; Drosophila S2 Gal4-VP16 UAS-luciferase, luminescence, 20 h;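 further: Gal4-VP16 expression switched on by copper sulfate through the metallothionein promoter; potency means the concentration at half of the fitted maximal effect; on the % scale 0 is the no-effect control and ±100 the full control effect; nearly all actives have a fitted effect of over 50% in size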
ELG1 DNA repair – inhibitors of ELG1-dependent DNA repair in HEK293T cells; HEK293T ELG1-luciferase reporter, luminescence, 16 h; DNA damage induced by 5-fluorouridine; Potency, µM (doses to about 46.1 µM), for the others: at the highest dose activity change, negative = inhibition, hits mostly inhibitors; actives 2.3% (n = 330,000); AID 504467; further: potency means the concentration at half of the fitted maximal effect; on the % scale 0 is the no-effect control and ±100 the full control effect; nearly all actives have a fitted effect of over 55% in size
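Luminescence from the luciferase reporter, measured 30 min after ONE-Glo reagent at room temperature, was the read-out. Beforehand, 2,000 cells per well were exposed for 16 hr at 37 °C to 5-fluorouridine together with compound or vehicle.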
ELG1 genotoxic – inducers of genotoxicity in HEK293T ELG1-luciferase cells. HEK293T ELG1-luciferase reporter, luminescence, 16 h. Potency, µM (series often up to 46 µM), for inactives: at the highest dose activity change, positive = activation, most hits filed as activators. actives 1.3% (n = 330,000); further: potency means the concentration at half of the fitted maximal effect; % of control where 0% means no effect; nearly all actives have a fitted effect of over 60% in size
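Cells (2,000/well) expressing the ELG1-luciferase fusion are dosed by pin tool and kept 16 hr at 37 °C, 5% CO2. Signal comes from ONE-Glo luciferase reagent after 30 min at room temperature.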
TRPV1 agonist – agonists of human vanilloid receptor 1 (TRPV1); activation, % at 8.33 µM; Q8NER1; actives 0.19% (n = 320,000); TRPV1-expressing cells, Fluo-8 calcium influx, agonist mode; in the data active means activation above about 80%; inconclusive means between about 30% and that limit; further: 0% is about no effect
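TRPV1-expressing cells were cultured overnight at 35.5C and loaded with Fluo-8 calcium dye for 40 to 90 min at room temperature. After a 10 s baseline, compound was added and calcium influx was read kinetically for 3 min (ex 480/em 520 nm).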
An asterisk follows results filed as active; ? = inconclusive; / = no result given; & = joins results of further samples; [ ] = remark or other dose. Unless noted, the call rests on the fitted dose curve; in most records, active means well fitted curve in the direction sought with a large enough effect; inconclusive means small, poorly fitted or top-dose-only effect, or another doubt; inactive means no such curve, though single readings can be large; an effect the other way counts as inactive or inconclusive. No enrichment for hits; 15% or so of the library scored in one or more.

Structure	Tb PFK inh	NPC1 promoter act	BRCA1 expr act	p53 reactivation	Rab9 promoter act	FLuc counter	RORgamma inh	VP16 counter	ELG1 DNA repair	ELG1 genotoxic	TRPV1 agonist
CCCCN(C(=O)CN1C(=O)C2CCCCC2C1=O)c1c(N)n(Cc2ccccc2)c(=O)[nH]c1=O (configuration not stated)	-1%	0%	-11%	1%	0%	0%	/	/	?	-6%	1
COc1ccc(C(c2nnnn2C2CCCCC2)N2CCN(c3ccccc3F)CC2)cc1 (configuration not stated)	-9%	2%	-17%	0%	2%	2%	6%	-1%	10%	4%	3
O=C1CCCc2[nH]c(-c3ccccc3)nc21	2%	23%	30%	2%	3%	-17%	-20%	-5%	?	2%	-6
CCC(C)[C@H](NC(=O)N1CC(=O)Nc2ccccc21)C(=O)N1CCC[C@@H]1C(=O)O (some centres not stated)	-3%	-5%	0%	10%	2%	0%	-5%	5%	-7%	1%	-4
CC(C)[C@H](NC(=O)c1ccccc1Cl)C(=O)OCc1cc([N+](=O)[O-])cc2c1OCOC2	0%	-4%	8%	10%	1%	?	17%	2%	?	-1%	8
COc1ccc(OC)c(CNC(=O)CCS(=O)(=O)c2ccc3c(c2)oc(=O)n3C)c1	-3%	-17%	-21%	8%	-5%	2%&-2%	2%	-1%	0%	0%	-4
COc1ccc(NC(=O)CSc2ncnc3c2cnn3Cc2ccccc2)cc1OC	3%	0%	0%	-6%	-4%	1%	-3%	7%	-10%	-2%	14
COc1ccc(-c2nn(-c3ccccc3)cc2CNC(=O)c2cccc([N+](=O)[O-])c2)cc1	5%	1%	-23%	-3%	11%	1%	?	8.9µM*	?	-2%	?
Cc1ccc(-c2nc(SCC(=O)Nc3cc(S(=O)(=O)N4CCCCC4)ccc3Cl)n[nH]2)cc1	3%	-5%	-60%	20%	-7%	15µM*	?	?	-14%	0%	1
COC(=O)c1sc(=S)n(Cc2ccccc2)c1C	5%	-1%	-3%	-4%	-5%	4%	-7%	-25%	0%	-3%	9

Molecules shown so far that have two or more sulfur atoms (two):
Structure	Tb PFK inh	NPC1 promoter act	BRCA1 expr act	p53 reactivation	Rab9 promoter act	FLuc counter	RORgamma inh	VP16 counter	ELG1 DNA repair	ELG1 genotoxic	TRPV1 agonist
Cc1ccc(-c2nc(SCC(=O)Nc3cc(S(=O)(=O)N4CCCCC4)ccc3Cl)n[nH]2)cc1	3%	-5%	-60%	20%	-7%	15µM*	?	?	-14%	0%	1
COC(=O)c1sc(=S)n(Cc2ccccc2)c1C	5%	-1%	-3%	-4%	-5%	4%	-7%	-25%	0%	-3%	9

Later entries.
Structure	Tb PFK inh	NPC1 promoter act	BRCA1 expr act	p53 reactivation	Rab9 promoter act	FLuc counter	RORgamma inh	VP16 counter	ELG1 DNA repair	ELG1 genotoxic	TRPV1 agonist
O=S(=O)(N1CCCCC1)N1CCN(CC(O)COc2ccc3cc(Br)ccc3c2)CC1 (configuration not stated)	0%	-6%	-58%	-3%	-12%	0%	14%	-11%	13µM*	1%	4
COC(=O)c1ccc(NC(=O)COc2ccc(S(=O)(=O)NC(C)(C)C)cc2)cc1	0%	-4%	19%	-2%	-5%	1%	-22%	1%	?	12%	6
O=C(O)c1[nH]c2ccccc2c1C(c1cccc(O)c1)c1c(C(=O)O)[nH]c2ccccc12	-25%	0%	-8%	-9%	8%	-4%	-8%	3%	12%	0%	2
O=CN1CCN(C(=O)c2cccc3c2-c2ccccc2C3=O)CC1	18%	-5%	4%	-9%	-1%[1.84 µM]	4%	2%	3%	14%	-2%	-1
CC1(C)C=C(c2ccc(C=O)s2)CC(C)(C)N1	-9%	-4%	-14%	2%	-6%	-1%	-16%	-8%	-1%	-2%	-1
CC(=O)c1cn(C)c(=O)[nH]c1=O	-5%	3%	-15%	-5%	-3%	-1%	-5%	0%	8%	-4%	-2
CCCCCn1c(=O)c(-c2nc3ccccc3[nH]2)c(O)c2ccccc21	0%	9%	18%	3%	8%	-17%	1.6µM*	7.9µM*	7.3µM*	0%	1
Cc1ccc(NC(=O)Nc2nc3ccc(S(C)(=O)=O)cc3s2)cc1	3%	-2%	-30%	9%	-3%	-2%	/	/	-4%	-1%	1
Cc1ccc2[nH]c(=O)c(CN(Cc3ccccc3)C(=S)NCCCN(C)C)cc2c1	-3%	0.32µM*	4%	2%	0.32µM*	0.76µM*	?	?	?	0.73µM*	?
CCCN(C(=O)Cc1nc(N)n[nH]1)C1(C(=O)Nc2ccccc2C)CCCCC1	4%	-2%	0%	-3%	-2%	-1%	-2%	5%	2%	-2%	-6
Cc1ccc(Cn2c(=N)c(S(=O)(=O)c3ccc(Br)cc3)cc3c(=O)n4ccccc4nc32)cc1	-1%	-4%	-7%	6%	0%	-1%	-19%	7%	17%	5%	1
COc1ccc(N2C=C3C(=O)C(C)(OC(=O)CCc4ccccc4)C(=O)C=C3C=C2c2ccc(C#N)cc2)cc1 (configuration not stated)	3%	-5%	-10%	8%	-5%	6%	-3%	5%	-5%	1%	-8
COc1ccc(S(=O)(=O)NCCc2cn3nc(C)c(C)nc3n2)cc1F	-3%	-2%	3%	-5%	1%	0%	-13%	-6%	14%	1%	-3
Cc1ccc(SCc2[nH]nc3c2C2(C(=O)Nc4ccc([N+](=O)[O-])cc42)C(C#N)=C(N)O3)cc1 (configuration not stated)	-4%	-5%	-21%	-4%	3%	-1%	?	-14%	-17%	-2%	0
CCc1ccc(NC(=O)CCc2nc3cccnc3n2Cc2ccc(OC)cc2)cc1	3%	-1%	-31%	-3%	0%	3%	?	-25%	?	13%	?
CN1C2CCC1CC(N(CCc1ccccc1)C(=O)c1ccc(Cl)cc1)C2 (configuration not stated)	0%	1%	2%	-3%	-3%[1.84 µM]	5%	-21%	2%	0%	-1%	14
O=C(CNC(=O)c1ccccc1F)OCc1nc2ccccc2s1	1%	-2%	4%	-4%	4%	17µM*	-7%	-16%	?	14%	1
CS(=O)(=O)c1ccc(Cl)c(NC(=O)COC(=O)CNC(=O)c2cccs2)c1	0%	-3%	-3%	14%	3%	4%	/	/	30%	12%	1
COc1ccc(CCNC(=O)[C@H](C)NC(=O)N2CCn3c2nc2ccccc23)cc1OC	-4%	0%	0%	1%	-1%	-1%	-19%	-6%	-8%	1%	3
CC(C)(C)n1nc2c(c1NC(=O)c1ccccc1)CS(=O)(=O)C2	-1%	0%	9%	0%	-2%	-2%	5%	-9%	0%	2%	2

(listing goes on)
Values run as follows: Tb PFK inh	NPC1 promoter act	BRCA1 expr act	p53 reactivation	Rab9 promoter act	FLuc counter	RORgamma inh	VP16 counter	ELG1 DNA repair	ELG1 genotoxic	TRPV1 agonist
CC(Sc1n[nH]c(N)n1)c1nc2scc(-c3cccs3)c2c(=O)[nH]1 (configuration not stated)
 : 2%	-3%	-56%	5%	7%	9%	12%	-7%	14%	5%	-5
O=C(CSc1nnc(NC(=O)c2ccc(F)cc2F)s1)NC1CC1
 : 0%	?	39%	?	?	7.6µM*	-19%	-19%	?	?	2
O=C(Nc1ccc(NC(=O)c2ccco2)c(Cl)c1)c1ccc2c(c1)OCCO2
 : 2%	?	51%	3%	4µM*	0.48µM*	?	?	?	11%	-2
CCOc1ccc(N=C(NN)c2ccc3ccccc3n2)cc1
 : -21%	29%	0%	?	?	11µM*	10µM*	?	?	?	?
O=C(c1ccc(CS(=O)(=O)c2ccc(Br)cc2)o1)N1CCN(c2ccccn2)CC1
 : -3%	3%	0%	-7%	-4%	-3%	24%	-1%	18µM*	-7%	2
